# Assay outcomes from PubChem.
# Sm TGR inh: S. mansoni TGR enzyme inhibition; hit rate 3% among 360,000; purified TGR, DTNB reduction, TNB absorbance 405 nm; Q962Y6; Potency, µM (highest dose often 114 µM), for the others: top-dose activity change, negative = inhibition, actives largely listed as inhibitors; AID 485364; note: potency is the fitted concentration of half-maximal effect; nearly all actives have a fitted effect of over 60% in size
#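 First, TGR (20 nM dispensed) and NADPH were mixed with compound. Second, a 15 min room-temperature incubation followed. Third, further NADPH and then DTNB were added to start the reaction. Finally, TNB absorbance was monitored kinetically.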
# HCMV inh: blocks human cytomegalovirus replication; activity change, negative = inhibition, % at 57.5 µM; HFF cells, HCMV-luciferase reporter, 72 h; hits give low values; hit rate 4.5% among 410,000; in the data active = activity change below about -60%; inconclusive = no clear call, values can overlap the other calls; inactive = above about -39%
#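 Screen run at 2 compound doses on HFFs infected with reporter HCMV, MOI 1 PFU/cell. Luciferase activity from cell lysates at 72 h post infection gave inhibition relative to buffer-only and Salinomycin wells.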
# LmPK inh: blocks Leishmania mexicana pyruvate kinase activity; Q27686; Potency, µM (titrated, usually from 57.5 µM), inactives show at the highest dose activity change, negative = inhibition, usual class: inhibitors; purified LmPK, Kinase-Glo ATP luminescence, 1 h; hit rate 0.37% among 290,000; note: potency is the fitted concentration of half-maximal effect
# Target sequence (Q27686 whole entry, looked up): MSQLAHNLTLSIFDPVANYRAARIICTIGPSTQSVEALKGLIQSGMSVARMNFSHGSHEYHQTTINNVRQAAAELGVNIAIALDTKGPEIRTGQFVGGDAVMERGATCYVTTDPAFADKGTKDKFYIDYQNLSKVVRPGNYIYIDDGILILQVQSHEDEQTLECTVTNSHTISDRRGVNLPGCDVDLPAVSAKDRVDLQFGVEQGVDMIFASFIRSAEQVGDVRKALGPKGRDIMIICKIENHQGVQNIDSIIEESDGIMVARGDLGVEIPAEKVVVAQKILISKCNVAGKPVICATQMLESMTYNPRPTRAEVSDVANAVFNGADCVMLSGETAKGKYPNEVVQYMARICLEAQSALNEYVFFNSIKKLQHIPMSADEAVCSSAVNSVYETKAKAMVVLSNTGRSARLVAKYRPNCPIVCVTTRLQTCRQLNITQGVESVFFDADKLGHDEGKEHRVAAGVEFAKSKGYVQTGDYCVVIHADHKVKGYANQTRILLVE
#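 ATP generated from ADP (0.1 mM) and PEP (0.5 mM) by 0.1 nM LmPK over 1 h at room temperature (pH 7.2 imidazole buffer) was detected by coupled luciferase luminescence. Values were normalized to uninhibited and no-enzyme wells.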
# AMA1-RON2 inh: inhibitors of Plasmodium falciparum AMA1-RON2 interaction. AlphaScreen AMA1-biotinylated RON2 peptide binding. Potency, µM (top dose mostly 58.2 µM), for inactives: at the top dose activity change, negative = inhibition, actives largely listed as inhibitors. hit rate 0.2% among 360,000. AID 720542;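 note: potency is the fitted concentration of half-maximal effect; 0% = vehicle wells and -100% = peptide control; nearly all actives have a fitted effect of over 45% in size; some results filed as inactive show a strong effect at the top dose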
#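 AMA1 (3D7) with his tag at 25 nM final met compounds first, then biotinylated RON2 peptide at 25 nM; detection used donor plus acceptor beads, 10 µg/mL apiece, read by AlphaScreen after 30 min at room temperature.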
# AmpC no deterg: blocks E. coli AmpC beta-lactamase in detergent-free assay | AmpC nitrocefin hydrolysis, absorbance 480 nm, 0.0001% Triton | Potency, µM (doses to about 57.1 µM), for the others: top-dose activity change, negative = inhibition, most hits filed as inhibitors | AID 485341 | hit rate 0.52% among 330,000 | P00811;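 note: potency is the fitted concentration of half-maximal effect; plate controls were no compound for no effect and no enzyme for full effect; nearly all actives have a fitted effect of over 20% in size; some results filed as inactive show a strong effect at the top dose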
# Target sequence (P00811 whole entry, looked up): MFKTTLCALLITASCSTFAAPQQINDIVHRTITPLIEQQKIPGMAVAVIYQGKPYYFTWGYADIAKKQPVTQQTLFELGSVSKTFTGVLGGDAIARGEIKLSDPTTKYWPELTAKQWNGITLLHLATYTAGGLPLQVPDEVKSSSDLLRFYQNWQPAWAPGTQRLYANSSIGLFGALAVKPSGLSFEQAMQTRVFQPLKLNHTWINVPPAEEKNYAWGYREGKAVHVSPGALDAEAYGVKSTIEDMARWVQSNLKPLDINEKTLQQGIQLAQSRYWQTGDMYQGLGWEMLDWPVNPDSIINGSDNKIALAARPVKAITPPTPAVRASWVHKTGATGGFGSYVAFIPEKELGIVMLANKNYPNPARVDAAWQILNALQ
#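 20 mM phosphate pH 7.0 + 0.01% (detergent screen) or 0.0001% Triton X-100; 5.3 nM AmpC reagent; cpd preinc 15 min RT; nitrocefin (800 uM stock) to start; A480 q20 s × 4 min; Activity was normalised to no-enzyme and no-compound control wells.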
# AmpC detergent: inhibitors of E. coli AmpC beta-lactamase with detergent. P00811. AmpC hydrolysis of nitrocefin, absorbance 480 nm, 0.01% Triton. Potency, µM (doses to about 114 µM), without a hit: at the highest dose activity change, negative = inhibition, hits mostly inhibitors. hit rate 0.041% among 370,000;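 note: potency is the fitted concentration of half-maximal effect; 0% = no-compound wells and -100% = no-enzyme wells; nearly all actives have a fitted effect of over 25% in size; some results filed as inactive show a strong effect at the top dose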
#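 AmpC (5.3 nM in the dispensed reagent) in 20 mM phosphate pH 7.0 with 0.01% (detergent screen) or 0.0001% Triton X-100 was preincubated with compounds for 15 min at room temperature. Nitrocefin was then added from an 800 uM solution, and hydrolysis was followed at 480 nm.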
# Tb PYK inh: inhibitors of Trypanosoma brucei pyruvate kinase; AID 624173; Potency, µM (doses to about 76.8 µM), inactives show top-dose activity, negative = inhibition, hits mostly inhibitors; Q57TT1; TbPYK enzyme, Kinase-Glo Plus ATP luminescence, 45 min; hit rate 0.12% among 410,000; note: potency is the fitted concentration of half-maximal effect; nearly all actives have a fitted effect of over 50% in size
#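 Luminescence from Kinase-Glo Plus, added after a 45-minute room-temperature reaction, served as the end-point read-out. The enzyme and substrate were preincubated with compound before ADP (130 uM final) initiated turnover. Concentration-effect curves came from normalized qHTS data.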
# An asterisk follows results filed as active; ? = inconclusive; · = no result given; [ ] = dose if it differs, or a comment. Unless noted, calls come from the whole dose curve; as a rule, active = well fitted curve in the direction sought with a large enough effect; inconclusive = small, poorly fitted or top-dose-only effect, or another doubt; inactive = no such curve, though single readings can be large; an effect the other way counts as inactive or inconclusive. Unless noted, % is set by controls: 0 for no effect and ±100 for the full control effect.
1) COc1ccc(NCc2cc3cc4c(cc3n(CC(=O)Nc3ccccc3)c2=O)OCO4)cc1
2) c1cc(SSc2ccncc2)ccn1
3) CCC(C)OC(=O)C1=C(C)NC(=O)NC1c1ccc(F)cc1 (centres undefined)
4) Cc1ccc(NC(=O)CN(Cc2ccccc2)S(C)(=O)=O)cc1C
5) COC(=O)N1CC(=O)N(OC)C1c1ccc(Cl)cc1Cl (centres undefined)
6) Brc1ccc2[nH]cc(C=NN3CCCCCC3)c2c1
7) Cc1ccc(SC(C)C(=O)N2CCN(c3ccccc3)CC2)cc1 (centres undefined)
8) Cc1ccc(CSCC(=O)NCc2ccc3c(c2)OCO3)cc1

assay / entry	1	2	3	4	5	6	7	8
Sm TGR inh	5%	-3%	5%	5%	5%	·	-16%	?
LmPK inh	·	18%	12%	0%	1%	·	-8%	2%
HCMV inh	72	-23	-21	64	91	13	75	53
AMA1-RON2 inh	·	5%	10%	-9%	-6%	-14%	-6%	-2%
Tb PYK inh	7%	?	0%	5%	3%	-3%	5%	0%
AmpC no deterg	·	-43%	-8%	-22%	1%	·	57%	-21%
AmpC detergent	18%	?	?	8%	0%	·	3%	8%

9) Fc1ccccc1N1CCN(c2nc3ccccc3c3nc(-c4ccccc4)nn23)CC1
10) Clc1ccc(-n2ncc3c(NCCN4CCOCC4)ncnc32)cc1
11) COc1cc(CN=Cc2c(O)n(Cc3ccccc3)c(=S)[nH]c2=O)cc(OC)c1
12) CCCn1c(N)c(N2CCCCC2)c(=O)n(CC(=O)Nc2ccc(C(C)=O)cc2)c1=O
13) COc1ccc(C(=O)COC(=O)c2cc(S(=O)(=O)N3CCCCC3)ccc2N2CCOCC2)c(OC)c1
14) Cn1c(CNC(=O)CCNC(=O)c2ccccc2)cc(=O)n(C)c1=O
15) CCOc1ccc(NC(=O)[C@H](C)NC(=O)C2CC(=O)N(c3ccc(OC)cc3)C2)cc1 (some centres undefined)
16) C1CNC2NCCNC2N1 (centres undefined)

assay / entry	9	10	11	12	13	14	15	16
Sm TGR inh	9%	-21%	5%	·	5%	10%	6%	10%
LmPK inh	·	-3%	-3%	·	·	-2%	-8%	-8%
HCMV inh	17	?	35	?	-20	-32	53	26
AMA1-RON2 inh	·	-3%	-18%	-8%	-5%	5%	0%	90%[activator]
Tb PYK inh	5%	-5%	-12%	15%	-7%	5%	0%	12%
AmpC no deterg	·	41%	-35%	-36%	83%[activator]	-17%	18%	-5%
AmpC detergent	20%	-2%	-4%	·	-11%	?	-2%	-13%

# Looked up above.
# Under HCMV inh, no. 14 has -32
# Under Tb PYK inh, no. 6 has -3%

# Among those listed so far, these have a halogen.
3) CCC(C)OC(=O)C1=C(C)NC(=O)NC1c1ccc(F)cc1 (centres undefined)
5) COC(=O)N1CC(=O)N(OC)C1c1ccc(Cl)cc1Cl (centres undefined)
6) Brc1ccc2[nH]cc(C=NN3CCCCCC3)c2c1
9) Fc1ccccc1N1CCN(c2nc3ccccc3c3nc(-c4ccccc4)nn23)CC1
10) Clc1ccc(-n2ncc3c(NCCN4CCOCC4)ncnc32)cc1

assay / entry	3	5	6	9	10
Sm TGR inh	5%	5%	·	9%	-21%
LmPK inh	12%	1%	·	·	-3%
HCMV inh	-21	91	13	17	?
AMA1-RON2 inh	10%	-6%	-14%	·	-3%
Tb PYK inh	0%	3%	-3%	5%	-5%
AmpC no deterg	-8%	1%	·	·	41%
AmpC detergent	?	0%	·	20%	-2%

# Next section.
17) Cc1ccc2oc(-c3cccc(NC(=O)c4cccc5c(Br)cccc45)c3)nc2c1
18) Cc1ccc(-c2nnc(-c3ccc(NC(=O)c4ccco4)cc3)o2)cc1
19) CC(C)(C)C(=O)NC(=C(Cl)Cl)P(=O)(O)O
20) COc1ccc(CC(=O)Oc2ccccc2C)cc1
21) COc1cc2c(cc1OC)[C@@H]1Cc3cc4c(cc3[C@H](C2)N1C)OCO4
22) CCCCOc1cccc(NC(=O)c2cccc(C(=O)Nc3cccc(OCCCC)c3)c2)c1
23) O=C(NCCNc1ccccc1[N+](=O)[O-])c1ccccc1F
24) Cc1ccc(C)c(N2CCN(C(=O)Cn3nc(Cc4cccnc4)c4ccccc4c3=O)CC2)c1

assay / entry	17	18	19	20	21	22	23	24
Sm TGR inh	-3%	-2%	-24%	-13%	-1%	-2%	9%	-2%
LmPK inh	·	1%	-1%	-10%	-3%	·	-2%	·
HCMV inh	18	-15	31	24	65	-30	109	?
AMA1-RON2 inh	·	7%	1%	18%	-2%	·	-7%	·
Tb PYK inh	-8%	2%	-11%	0%	-14%	0%	-20%	-4%
AmpC no deterg	·	-18%	-6%	1%	-24%	·	-22%	·
AmpC detergent	7%	?	3%	-14%	-3%	-1%	8%	-8%

25) Cc1cccc2sc(NC(=O)CSc3nc4ccccc4o3)nc12
26) COc1ccccc1CN1CCNC(=O)C1CC(=O)NCc1cn(C)nc1C (centres undefined)
27) Cc1[nH]c2ccccc2c1N=Nc1cc(C(=O)O)cc(C(=O)O)c1
28) COC(=O)c1cccc(OCC(O)Cn2ccnc2)c1 (centres undefined)
29) COCCNC(=O)c1cc(C)ccc1C
30) O=C(c1csc2c1CCCC2)N1CCN(c2ccc(F)cc2)CC1
31) CCCSc1nnc(NC(=O)Nc2ccccc2OC)s1
32) COC(=O)c1ccc(NC(=O)COc2ccc(N(C)S(=O)(=O)c3ccc(C)cc3)cc2)cc1

assay / entry	25	26	27	28	29	30	31	32
Sm TGR inh	0%	-2%	·	1%	6%	-4%	-6%	4%
LmPK inh	2%	7%	3%	-5%	0%	2%	8%	·
HCMV inh	70	26	-20	-9	6	52	-40	0
AMA1-RON2 inh	7%	14%	-12%	-12%	11%	-8%	1%	10%
Tb PYK inh	·	-2%	-1%	-11%	-5%	-22%	-2%	-7%
AmpC no deterg	-25%	-9%	-28%	0%	1%[2.29 µM]	-11%	-15%	-44%
AmpC detergent	-1%	8%	6%	-15%	?	-2%	1%	3%

33) O=C(NNC(=O)c1ccccc1[N+](=O)[O-])c1cccs1
34) COc1ccc(N(CC(=O)NC2CCCC2)C(=O)c2ccc(C)s2)c(OC)c1
35) CCCn1c(N)c(N(CCOC)C(=O)c2ccc(Cl)c([N+](=O)[O-])c2)c(=O)[nH]c1=O
36) CN(C)CCCN1C(=O)c2cccc3c([N+](=O)[O-])ccc(c23)C1=O
37) COc1cc(/C=C(\C#N)C(=O)Nc2ccc(SC(F)F)cc2)cc(OC)c1OC
38) COCCNC(=S)c1ccc(OC)cc1
39) CCC(C)NC(=O)[C@H](CSCc1ccccc1)N1Cc2ccccc2C1=O (some centres undefined)
40) Cc1ccc(NC(=O)c2nc[nH]c2C(=O)N[C@@H](CCCCNC(=O)OC(C)(C)C)C(=O)OC(C)(C)C)cc1

assay / entry	33	34	35	36	37	38	39	40
Sm TGR inh	2%	-2%	3%	28µM*	-3%	7%	-3%	-8%
LmPK inh	5%	1%	-2%	-4%	0%	-3%	3%	2%
HCMV inh	-13	-3	5	-25	32	-1	?	-17
AMA1-RON2 inh	-2%	-5%	35%[activator]	-2%	3%	-8%	-7%	130%[activator]
Tb PYK inh	-1%	-3%	5%	-8%	4%	-13%	-3%	-1%
AmpC no deterg	-24%	16%	-5%	0%	-41%	-17%	28%	86%[activator]
AmpC detergent	4%	-7%	0%	-3%	-2%	?	-8%	2%

41) COc1ccc(NC(=O)c2cc(S(=O)(=O)N3CCOCC3)ccc2C)cc1S(=O)(=O)N1CCCCC1
42) COc1ccc(S(=O)(=O)N2CCOCC2)cc1NC(=O)COc1ncnc2ccccc12
43) Cc1cc(C)n(-c2ccc(C(F)(F)F)cc2[N+](=O)[O-])n1
44) COc1cc(C(=O)NN(CCC#N)C2=NS(=O)(=O)c3ccccc32)cc(OC)c1OC
45) CC(=O)NC(=S)Nc1ccc2oc(-c3cc(F)c(F)cc3Cl)nc2c1
46) O=S(=O)(c1cccc(-c2n[nH]c(=S)n2C2CCCC2)c1)N1CCOCC1
47) CCN(C1CCCCC1)S(=O)(=O)c1ccc(S(=O)(=O)N2CCN(CCC#N)CC2)cc1
48) CCCCC(C)C(OC(=O)CC(CC(=O)O)C(=O)O)C(CC(C)CC(O)CCCCC(O)CC(O)C(C)N)OC(=O)CC(CC(=O)O)C(=O)O (centres undefined)

assay / entry	41	42	43	44	45	46	47	48
Sm TGR inh	·	5%	0%	-4%	·	-13%	7%	-11%
LmPK inh	·	3%	-2%	2%	1%	7%[11.5 µM]	3%	3%
HCMV inh	5	-39	40	8	12	9	-11	-16
AMA1-RON2 inh	2%	-6%[2.32 µM]	-2%	15%	10%	71%[activator]	-4%	16%
Tb PYK inh	-3%	-11%	0%	1%	-4%	6.3µM*	-1%	5%
AmpC no deterg	·	1%	-17%	-5%	-14%	-9%	6.3µM*	-14%
AmpC detergent	·	-7%	?	-4%	-10%	3%	-15%	-8%

# Full records from above:
# Record of COC(=O)c1ccc(NC(=O)COc2ccc(N(C)S(=O)(=O)c3ccc(C)cc3)cc2)cc1 → Sm TGR inh = 4%; LmPK inh = ·; HCMV inh = 0; AMA1-RON2 inh = 10%; Tb PYK inh = -7%; AmpC no deterg = -44%; AmpC detergent = 3%
# Record of Brc1ccc2[nH]cc(C=NN3CCCCCC3)c2c1 → Sm TGR inh = ·; LmPK inh = ·; HCMV inh = 13; AMA1-RON2 inh = -14%; Tb PYK inh = -3%; AmpC no deterg = ·; AmpC detergent = ·
